Screens (PubChem)
SENP8 block – SENP8 protease inhibitors, primary screen, biochemical, luminescence. purified SENP8, Z-RLRGG-aminoluciferin cleavage. inhibition, % at 10 µM. hit rate 1.2% among 330,000
Target sequence (Q96LD8 whole entry, looked up): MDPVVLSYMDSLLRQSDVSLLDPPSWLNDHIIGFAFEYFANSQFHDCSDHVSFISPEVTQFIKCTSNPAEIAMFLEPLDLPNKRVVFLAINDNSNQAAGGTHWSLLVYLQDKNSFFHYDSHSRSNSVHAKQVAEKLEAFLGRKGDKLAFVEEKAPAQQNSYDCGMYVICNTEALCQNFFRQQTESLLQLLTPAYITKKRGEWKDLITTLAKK
HKDC1 inhibitor – HKDC1 hexokinase inhibitors, primary screen, biochemical, fluorescence, uHTS | Q2TB90 | recombinant HKDC1, G6PDH/diaphorase resazurin coupled fluorescence | inhibition, % at 20 µM | hit rate 0.16% among 340,000;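 active means inhibition above about 35% when tested at 20 µM, limit read from the data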;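 further: plate controls were DMSO wells with enzyme for no effect and DMSO wells lacking enzyme for full effect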
Target sequence (Q2TB90 whole entry, looked up): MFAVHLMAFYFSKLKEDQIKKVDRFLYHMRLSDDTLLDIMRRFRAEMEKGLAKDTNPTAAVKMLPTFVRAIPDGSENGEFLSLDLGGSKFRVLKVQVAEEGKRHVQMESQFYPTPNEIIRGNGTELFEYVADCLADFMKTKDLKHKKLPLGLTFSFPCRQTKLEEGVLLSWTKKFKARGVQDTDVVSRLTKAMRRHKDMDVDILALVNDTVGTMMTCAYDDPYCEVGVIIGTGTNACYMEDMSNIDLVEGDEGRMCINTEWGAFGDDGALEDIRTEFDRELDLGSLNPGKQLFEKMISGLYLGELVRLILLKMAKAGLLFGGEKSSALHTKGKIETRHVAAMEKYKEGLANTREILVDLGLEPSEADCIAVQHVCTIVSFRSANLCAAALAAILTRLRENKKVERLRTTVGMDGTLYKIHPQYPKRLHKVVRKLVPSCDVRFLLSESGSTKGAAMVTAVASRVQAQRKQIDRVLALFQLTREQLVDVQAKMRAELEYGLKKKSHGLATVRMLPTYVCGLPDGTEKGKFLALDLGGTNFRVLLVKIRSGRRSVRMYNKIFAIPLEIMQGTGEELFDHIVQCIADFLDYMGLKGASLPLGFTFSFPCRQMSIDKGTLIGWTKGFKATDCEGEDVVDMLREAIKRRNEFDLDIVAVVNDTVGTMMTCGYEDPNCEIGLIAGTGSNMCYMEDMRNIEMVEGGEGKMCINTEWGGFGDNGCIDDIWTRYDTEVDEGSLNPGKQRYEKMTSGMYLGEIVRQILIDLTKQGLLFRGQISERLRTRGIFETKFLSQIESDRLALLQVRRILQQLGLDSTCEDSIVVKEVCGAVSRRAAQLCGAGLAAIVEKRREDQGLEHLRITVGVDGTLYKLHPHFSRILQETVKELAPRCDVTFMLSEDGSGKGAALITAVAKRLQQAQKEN
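test system = in-house recombinant HK5 (HKDC1) enzyme | amount = HKDC1 at 5 µg/mL | control set = DMSO-enzyme wells negative, buffer-substituted wells positive | compound = one dose of 20 µM, 1% DMSO | schedule = reaction time 90 min, room temperature, protected from light | technique = resorufin fluorescence at 613 nm | reagent = glucose with 1 mM ATP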
Gli-Sufu antag – Gli-Sufu pathway antagonists, primary screen, luciferase luminescence, Sufu-KO-LIGHT cells, uHTS | AID 588413, 2011 | inhibition, % at 5 µM | Sufu-KO-LIGHT fibroblasts, Gli luciferase reporter luminescence | hit rate 0.74% among 340,000;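 active means inhibition above about 55%, limit read from the data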;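 further: 0% = DMSO-treated cells and 100% = wells with medium but no cells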
SENP7 block – SENP7 protease inhibitors, primary screen, biochemical, luminescence, uHTS; Sentrin-specific protease 7 (Homo sapiens), Q9BQF6; recombinant SENP7, Z-RLRGG-aminoluciferin luminescence, 40 min; inhibition, % at 5 µM; hit rate 1.5% among 330,000; AID 434973, 2010;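 active means inhibition above about 50% at the single test dose, limit read from the data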;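 further: plate controls were DMSO with enzyme for no effect and no enzyme buffer wells for full effect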
Jurkat NFkB inh – inhibitors of induced NF-kB luciferase reporter, primary screen, TCR NF-kB activation inhibitor project, cell-based, luminescence, uHTS | Jurkat, PMA/ionomycin-induced NF-kB luciferase reporter | inhibition, % at 4 µM | hit rate 0.53% among 330,000
697 NFkB inh – inhibitors of PMA/ionomycin-induced NF-kB reporter, 697 cells, primary screen, B-cell NF-kB inhibitor project, cell-based, luminescence, uHTS. 697 B-cell NF-kB luciferase reporter, 16 h. inhibition, % at 4 µM. hit rate 0.33% among 330,000; in the data active means inhibition above about 35%
Apaf-1 inh – inhibitors of human Apaf-1 apoptosome, primary screen, biochemical, DEVD-Rh110 fluorescence, uHTS. Apoptotic protease-activating factor 1 (Homo sapiens), O14727. reconstituted apoptosome caspase-3 activity. inhibition, % at 20 µM. hit rate 0.71% among 330,000. AID 489030, 2010; active means inhibition of at least 40% at 20 µM;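 further: plate controls were DMSO wells for no effect and DEVD-CHO caspase inhibitor wells for full effect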
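Material: reconstituted apoptosome with Apaf-1, cytochrome c, caspase-9, procaspase-3, dATP / Buffer or medium: pH 7.5 Hepes buffer with CHAPS, BSA, DTT / Also added: cytochrome c with DEVD-Rh110 / Schedule: compound with Apaf-1, dATP, procaspase-3 30 min, then 50 min reaction, room temperature / Technique: rhodamine 110 fluorescence at Ex 480/Em 540 nm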
UBC13 inh – UBC13 polyubiquitin chain formation inhibitors, primary screen, biochemical, TR-FRET, uHTS; Ubiquitin-conjugating enzyme E2 N (Homo sapiens), P61088; inhibition, % at 20 µM; hit rate 0.47% among 330,000; in the data active means inhibition above about 45%, passing the limit was not always enough
Numbers without * were called inactive. Unless noted, no stated cut-off is given here; in the data, active means inhibition above about 50%; inactive means the rest.

SMILES	SENP8 block	HKDC1 inhibitor	Gli-Sufu antag	SENP7 block	Jurkat NFkB inh	697 NFkB inh	Apaf-1 inh	UBC13 inh
COc1ccc(OC)c(-c2csc(NC(=O)COC(=O)C3CC3)n2)c1	5.7	-1.3	-3.6	4.9	0.5	21.4	-4.7	4.9
COC(=O)C1C(=O)c2c([nH]c(C(=O)OCCSC)c2C)CC1C (stereo not given)	-4.5	0.2	-38.3	-7.1	-39.9	-33.4	-2.0	3.4
Cc1ccc(CNC(=O)Cn2ccc3cc(S(=O)(=O)N4CCCCCC4)ccc32)cc1	6.5	-0.3	3.4	5.4	11.9	-14.5	5.3	-1.0
C=CCn1c(=NC(=O)CC)n(C)c2ccccc21	-4.0	-5.2	-3.2	3.4	-2.6	20.6	13.4	-5.6
O=S(=O)(Nc1cc(S(=O)(=O)N2CCOCC2)ccc1Cl)c1ccccc1	1.8	-0.6	7.3	11.8	-5.0	9.0	-10.7	17.2
Fc1cc(F)c(F)c(SCn2cc(Br)cn2)c1F	-4.6	-0.7	0.1	-5.5	-5.4	-3.7	6.8	-3.8
CC(C)(CNS(=O)(=O)c1ccc(Cl)cc1)N1CCCCC1	2.5	-4.8	-0.7	1.1	4.2	13.5	-24.7	7.4
CCc1cccc(C)c1NC(=S)N(CCOC)C(C)c1ccco1 (stereo not given)	2.1	-5.9	10.0	0.3	-3.5	6.7	-8.5	5.6
CCCC(C)C(=O)Nc1ccc(S(=O)(=O)Nc2nccs2)cc1 (stereo not given)	6.1	-7.3	-3.6	2.6	8.9	8.8	-3.6	-9.1
CCOC(=O)N1CCN(C(=O)/C=C/c2ccc([N+](=O)[O-])cc2)CC1	2.3	-1.8	34.9	3.3	3.2	12.8	-1.0	-3.2
COc1ccc(OC)c(-n2nnnc2SCC(=O)Nc2cc(C)ccc2OC)c1	3.2	4.2	7.2	2.9	-1.3	24.4	19.7	6.7
COc1ccc(CCNC(=O)C2CCN(S(=O)(=O)c3cccc4nonc34)CC2)cc1OC	4.4	0.1	3.7	-2.0	-9.0	3.7	-3.8	3.8
CCNC(=S)N(CCc1c(C)[nH]c2ccc(Cl)cc12)Cc1ccco1	-1.1	-1.1	8.1	-7.6	-19.4	7.7	21.5	3.3
CCOC(=O)CC(NC(=O)Cn1nnc(-c2ccccc2F)n1)c1ccccc1Cl (stereo not given)	1.8	8.2	-8.6	-6.2	0.9	5.8	8.7	3.4
CS(=O)(=O)N1CCC(C(=O)Nc2cc(C(F)(F)F)ccc2Cl)CC1	2.4	10.1	2.2	-13.3	0.1	12.4	-3.2	-8.1
Cc1cc(NC(=O)c2cccs2)no1	-18.4	2.6	-32.2	-8.5	-19.1	-18.9	-6.6	-6.5
COC(=O)C1=C(C(=O)OC)[C@@H]2N(C)c3ccc(OC)cc3[C@@]23C[C@@H](C(=O)OC)N(C(=O)c2cc(C)oc2C)C3=N1	-6.4	3.1	3.5	0.1	9.0	8.0	9.9	-20.4
CC1(C)CC2CC(C)(CN2S(=O)(=O)c2cccc(C(=O)O)c2)C1 (stereo not given)	5.0	-2.5	3.1	7.8	1.7	22.8	-8.9	-0.3
c1ccc(Cn2nnc3ccccc32)cc1	-0.2	-6.1	4.2	1.0	-9.8	-27.6	-7.2	-3.4
CCCCNC(=O)c1cccc(S(=O)(=O)N2CC3(C)CC2CC(C)(C)C3)c1 (stereo not given)	7.5	-1.1	8.5	3.5	-15.9	6.0	0.1	11.0
Cc1cc(C)cc(NC(=O)C2C3C=CC4(O3)C2C(=O)N(CCCN2CCCCC2)C4C(=O)NC2CCCCC2)c1 (stereo not given)	3.5	-6.7	39.3	-10.8	-12.0	-14.5	-324.6	3.3
O=C(O)CCN1CCOCC1	-1.5	-7.0	20.1	-1.4	-6.1	12.1	-0.2	4.7
O=C(c1cccc(S(=O)(=O)N2CCN(c3ccccc3)CC2)c1)N1CC=C(c2ccccc2)CC1	2.6	1.1	6.2	-0.1	14.8	-14.3	22.2	-9.5
O=C(CC1SC(N2CCCCC2)=NC1=O)Nc1cccc(C(=O)NCc2ccc(F)cc2)c1 (stereo not given)	-20.9	-1.4	-5.4	10.4	2.5	1.2	17.3	-1.9
CCOC(=O)C1C(c2ccc(C(=O)O)cc2)NC(=O)NC1(O)C(F)(F)F (stereo not given)	-5.7	-8.3	-1.3	3.9	17.3	13.6	3.3	2.1

(continued)
SMILES	SENP8 block	HKDC1 inhibitor	Gli-Sufu antag	SENP7 block	Jurkat NFkB inh	697 NFkB inh	Apaf-1 inh	UBC13 inh
CCC1(c2ccccc2)NC(=O)N(CC(=O)Nc2ccccc2C(=O)N2CCCCC2)C1=O (stereo not given)	1.0	1.2	4.2	7.8	0.6	3.0	2.6	0.5
Cn1cc(/C=C2\SC(=O)N(c3ccc(O)cc3)C2=O)c2ccccc21	-11.3	-1.7	-21.7	0.9	-74.2	-72.0	-10.5	-13.8
COc1ccc2c(CC(=O)NCc3cccs3)coc2c1	-4.1	2.6	30.6	-9.5	-13.4	-7.1	4.8	2.1
CCOc1cccc2cc(C(=O)N3CCc4ccccc4C3)c(=O)oc12	-3.1	-4.0	-1.6	-1.2	17.1	6.4	3.6	17.5
C=CCNC(=S)NN=C1CCC(c2ccccc2)CC1 (stereo not given)	15.4	-1.8	20.7	-2.7	22.2	9.6	14.7	1.6
Cc1cc(O)c(C(C)C)cc1NC(=O)c1ccccc1Cl	-5.7	-6.5	3.5	-4.4	7.2	9.3	7.3	-13.7
NNC(=O)/C(=N/Nc1ccccc1)S(=O)(=O)c1ccc(Cl)cc1	0.6	7.9	-2.1	-0.5	5.2	28.5	5.7	-26.3
CC1CCc2c(sc(NC(=O)Cn3cnc([N+](=O)[O-])n3)c2C(N)=O)C1 (stereo not given)	3.3	-0.8	-6.1	-1.7	10.1	4.6	0.0	-1.7
Cc1ccc(C(C(=O)NC2CCCC2)N(Cc2ccccc2)C(=O)c2csnn2)o1 (stereo not given)	-0.2	-6.1	19.6	-0.3	18.8	-2.7	8.8	-2.8
CC1CCN(C(=O)CSc2nnc(-c3cccs3)o2)CC1	-4.4	-1.8	-32.1	2.4	-7.8	-7.9	2.1	4.7
COc1cccc(NC(=O)CSc2nc3c(c(=O)n2C)SC(C)C3)c1 (stereo not given)	1.1	-5.5	-0.1	1.7	2.0	-25.5	5.5	8.2
COc1cc(/C=C/C(=O)O)cc(S(=O)(=O)NCc2ccc3c(c2)OCO3)c1OC	-4.2	-0.8	-0.5	1.0	-2.1	17.6	-4.7	-0.1
O=C(Nc1cccc2c1CCCC2)c1ccc(Br)o1	3.3	-7.0	-3.5	8.0	4.2	5.4	5.3	4.7
O=C(Nc1cccc2c1C(=O)NC2=O)c1ccc(N2C(=O)CCC2=O)cc1	-11.0	-5.5	-1.0	7.9	-0.2	4.0	4.2	12.6
O=C(O)c1ccc(-n2nnnc2Oc2ccccc2C(=O)N2CCOCC2)cc1	-3.8	-11.4	-3.4	4.8	-5.7	-11.2	0.0	9.1
CC(=O)C1=C(O)C(=O)N(c2cccnc2)C1c1ccc(Cl)cc1 (stereo not given)	5.6	1.5	7.7	4.6	-11.7	26.1	-4.2	4.5
CCNC(=O)/C(C#N)=C/c1c(N2CCN(c3ccccc3)CC2)nc2ccccn2c1=O	1.9	2.6	-7.0	2.3	-18.0	-33.9	3.5	3.5
O=C(NCCCN1CCOCC1)C1CCC(=O)N1CCc1ccccc1 (stereo not given)	-14.6	-7.2	3.5	6.1	-4.8	2.8	0.3	-5.8
Cc1cccc(-n2c(O)c(C=Nc3cccc(O)c3)c3ccccc3c2=O)n1	-3.1	2.9	5.5	-5.6	-2.1	11.4	1.6	-24.2
CCN(CC)S(=O)(=O)c1cccc(N2CC(O)=C(c3ccccc3)C2=N)c1	0.7	-3.8	1.3	7.3	-2.2	13.9	-13.0	-4.4
COc1ccc(NC(=O)C2CCC(N3C(=O)C4C5C=CC(C5)C4C3=O)CC2)cc1 (stereo not given)	1.7	3.5	-13.9	1.9	6.6	0.2	-2.5	3.8
Cc1cc(C(=O)COc2ccccc2Cl)c(C)n1-c1ccc2c(c1)OCO2	-10.7	0.8	-23.4	-16.6	-16.5	-94.0	5.8	-17.5
CCOC(=O)c1ccc(NC(=O)CCNC(=O)c2ccc([N+](=O)[O-])cc2)cc1	-12.9	-7.5	1.3	2.2	10.7	-32.9	-10.9	-10.6
Cc1ccc2c(c1)-c1c(ssc1=S)C(C)(C)N2C(=O)c1ccco1	-2.2	-11.5	5.2	-1.5	15.1	6.0	7.5	-8.8
CN(C)S(=O)(=O)c1cccc(NC(=O)COC(=O)c2ccc3ccccc3n2)c1	0.3	2.8	-1.7	-4.0	60.1*	19.3	-5.4	6.1

Results in HKDC1 inhibitor and Apaf-1 inh (3 entries from above):
Compound	HKDC1 inhibitor	Apaf-1 inh
CCOC(=O)CC(NC(=O)Cn1nnc(-c2ccccc2F)n1)c1ccccc1Cl (stereo not given)	8.2	8.7
Cc1cc(C(=O)COc2ccccc2Cl)c(C)n1-c1ccc2c(c1)OCO2	0.8	5.8
COc1cc(/C=C/C(=O)O)cc(S(=O)(=O)NCc2ccc3c(c2)OCO3)c1OC	-0.8	-4.7

Retrieved by compound from above (five):
SMILES	SENP8 block	HKDC1 inhibitor	Gli-Sufu antag	SENP7 block	Jurkat NFkB inh	697 NFkB inh	Apaf-1 inh	UBC13 inh
COc1ccc(NC(=O)C2CCC(N3C(=O)C4C5C=CC(C5)C4C3=O)CC2)cc1 (stereo not given)	1.7	3.5	-13.9	1.9	6.6	0.2	-2.5	3.8
CS(=O)(=O)N1CCC(C(=O)Nc2cc(C(F)(F)F)ccc2Cl)CC1	2.4	10.1	2.2	-13.3	0.1	12.4	-3.2	-8.1
O=C(Nc1cccc2c1CCCC2)c1ccc(Br)o1	3.3	-7.0	-3.5	8.0	4.2	5.4	5.3	4.7
NNC(=O)/C(=N/Nc1ccccc1)S(=O)(=O)c1ccc(Cl)cc1	0.6	7.9	-2.1	-0.5	5.2	28.5	5.7	-26.3
Cc1ccc(CNC(=O)Cn2ccc3cc(S(=O)(=O)N4CCCCCC4)ccc32)cc1	6.5	-0.3	3.4	5.4	11.9	-14.5	5.3	-1.0

(continued)
SMILES	SENP8 block	HKDC1 inhibitor	Gli-Sufu antag	SENP7 block	Jurkat NFkB inh	697 NFkB inh	Apaf-1 inh	UBC13 inh
COc1ccc(NC(=O)c2cnn(-c3ccccc3)c2C)cc1OC	29.3	-7.5	-56.3	40.7	-44.1	-16.6	5.3	-2.1
Cc1ccc(C(=O)NCC(=O)N2CCCC(C(F)(F)F)C2)s1 (stereo not given)	-11.8	-1.7	-19.8	-12.6	-15.0	-19.2	7.6	0.4
Cc1ccc2[nH]c3c(NCCCN4CCCC4=O)ncnc3c2c1	-8.2	1.9	3.2	-5.6	-8.8	-9.1	2.6	-0.1
Cc1ccc(S(=O)(=O)N(C)C(C)CCc2ccco2)cc1 (stereo not given)	0.0	-1.7	-1.7	0.6	9.4	28.3	2.8	16.5
Cn1nccc1C(=O)Nc1sc2c(c1C#N)CCCC2	0.4	1.4	-47.5	1.8	-18.6	-22.6	1.4	7.2
CC(C)Cn1nc(C(=O)Nc2cccc(C(=O)NC3CC3)c2)c2ccccc2c1=O	6.5	-0.8	8.9	-0.3	6.9	15.2	0.6	-3.8
CCS(=O)(=O)CCSc1nc(C)cc(C)n1	-10.2	4.0	-5.3	-1.5	7.1	6.2	-4.1	-2.9
CCOC(=O)C1=C(C)OC(N)=C(C#N)C1c1ccc(C)o1 (stereo not given)	-1.7	3.7	-11.4	-5.1	-1.9	5.5	-5.7	-1.1
